Nrf2 inh: Nrf2 qHTS screen for inhibitors | A549 ARE-Fluc reporter, luciferase luminescence, 18-24 h | Potency, µM (top dose mostly 46 µM), for inactives: at the highest dose activity change, negative = inhibition, usual class: inhibitors | AID 504444, 2011 | 360,000 compounds, 2.1% hits; also: potency is read from the fitted curve at half-maximal effect; % is scaled to controls: 0 for no effect and ±100 for the full control effect; nearly all actives have a fitted effect of over 60% in size
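Reporter: ARE-Fluc in A549. Exposure: 18-24 h, 37 °C, 5% CO2, 5% FBS OPTI-MEM. Readouts: fluorescent cytotoxicity (CellTiter-Fluor), then luminescent Nrf2 signal after BugLite.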
S2 tox: Viability Counterscreen for Primary qHTS for Inhibitors of ATXN expression; 400,000 compounds, 0.49% hits; AID 651635, 2014; S2 cells (HEK-293 line with an ATXN2-luciferase reporter) viability, CellTiter-Fluor protease fluorescence, 24 h; Potency, µM (highest dose often 56.7 µM), usual class: cytotoxic; also: potency is read from the fitted curve at half-maximal effect; nearly all actives have a fitted effect of over 40% in size
ATXN2 expr inh: Primary qHTS for Inhibitors of ATXN expression; AID 1745845, 2022; 360,000 compounds, 0.72% hits; HEK-293 ATXN2-luciferase reporter, luminescence, 24 h; Potency, µM (highest dose often 57 µM), without a hit: top-dose activity change, negative = inhibition, actives largely listed as inhibitors; also: potency is read from the fitted curve at half-maximal effect; % is scaled to controls: 0 for no effect and ±100 for the full control effect; nearly all actives have a fitted effect of over 55% in size
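qHTS (up to 57 uM final) was run with 24 h compound exposure of reporter cells at 37 °C. Each well was multiplexed: SteadyGlo luminescence measured ATXN2-luciferase expression after a fluorogenic Gly-Phe-AFC viability readout (25 uM final).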
HepG2 tox: qHTS for Inhibitors of TGF-b: Cytotox Counterscreen; HepG2 CAGA-GFP viability, ATP luminescence, 18 h; Potency, µM (titrated, usually from 46.1 µM), inactives show at the top dose activity change, negative = cytotoxicity, most hits filed as cytotoxic; 410,000 compounds, 0.76% hits; also: potency is read from the fitted curve at half-maximal effect; some results filed as inactive show a strong effect at the top dose
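CellTiter-Glo luminescence gave cytotoxicity after 18 hours at 37 degrees C. The cells were HepG2 CAGA-GFP in 1% FBS DMEM, stimulated with 500 pg/mL TGF-beta after compound addition. %Activity was normalised to no-cell wells (complete cell-killing) and DMSO (no toxicity), and curves were fitted and classified.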
Nrf2 activator: qHTS of Nrf2 Activators; AREc32 ARE-luciferase reporter (MCF7-derived line), luminescence, 24 h; Potency, µM (titrated, usually from 46.1 µM), without a hit: at the top dose activation, hits mostly activators; 410,000 compounds, 0.31% hits; AID 624171, 2012; also: potency is read from the fitted curve at half-maximal effect; % of control where 0% means no effect; nearly all actives have a fitted effect of over 65% in size
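Reporter line AREc32 (ARE-Fluc), seeded overnight in OPTI-MEM with 5% FBS; compound pin-transferred, 24 hr at 37 deg C, 5% CO2; luminescent read-out.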
EPAC2 agonist: qHTS for Agonist of cAMP-regulated guanine nucleotide exchange factor 4 (EPAC2): primary screen | Rap guanine nucleotide exchange factor 4 (Homo sapiens), Q8WZA2 | EPAC2 activation, biochemical qHTS; response scale: 100% = 6.5 mM cAMP response | Potency, µM (doses to about 154 µM), without a hit: top-dose activation, hits mostly activators | 360,000 compounds, 0.079% hits | AID 720711, 2013; also: potency is read from the fitted curve at half-maximal effect; nearly all actives have a fitted effect of over 50% in size
Target sequence (Q8WZA2 whole entry, looked up): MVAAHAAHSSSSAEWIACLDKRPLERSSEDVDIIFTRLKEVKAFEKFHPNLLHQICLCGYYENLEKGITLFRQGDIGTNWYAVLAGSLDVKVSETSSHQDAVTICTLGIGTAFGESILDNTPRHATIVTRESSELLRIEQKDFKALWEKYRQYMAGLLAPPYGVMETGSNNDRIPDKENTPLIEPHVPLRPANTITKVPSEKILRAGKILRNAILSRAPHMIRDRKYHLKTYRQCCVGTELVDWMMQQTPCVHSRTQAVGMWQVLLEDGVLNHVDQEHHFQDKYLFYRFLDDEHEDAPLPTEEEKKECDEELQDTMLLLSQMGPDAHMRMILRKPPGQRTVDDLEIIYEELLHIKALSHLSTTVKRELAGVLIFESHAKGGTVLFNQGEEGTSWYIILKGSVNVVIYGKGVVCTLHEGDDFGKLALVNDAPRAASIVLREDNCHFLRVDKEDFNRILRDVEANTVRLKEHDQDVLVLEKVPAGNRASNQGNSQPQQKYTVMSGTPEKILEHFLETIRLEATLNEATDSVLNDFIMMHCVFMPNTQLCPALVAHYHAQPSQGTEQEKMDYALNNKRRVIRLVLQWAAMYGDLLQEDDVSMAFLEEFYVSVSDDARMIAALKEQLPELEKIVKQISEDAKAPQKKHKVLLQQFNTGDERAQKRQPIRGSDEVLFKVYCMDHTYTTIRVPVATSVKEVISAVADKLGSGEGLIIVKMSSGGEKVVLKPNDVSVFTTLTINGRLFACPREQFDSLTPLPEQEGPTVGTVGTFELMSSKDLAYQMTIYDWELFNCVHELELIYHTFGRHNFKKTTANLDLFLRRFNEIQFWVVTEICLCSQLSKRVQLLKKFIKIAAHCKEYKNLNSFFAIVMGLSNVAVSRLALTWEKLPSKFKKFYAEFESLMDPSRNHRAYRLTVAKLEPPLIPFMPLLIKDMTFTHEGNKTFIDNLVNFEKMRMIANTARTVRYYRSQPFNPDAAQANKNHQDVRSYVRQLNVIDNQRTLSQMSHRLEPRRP
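Compounds were added across a concentration range to EPAC2 (100 nM), RAP1B-BODIPY-GDP (250 nM) and GDP (50 uM). After 5 min at room temperature, fluorescence was recorded at 5-min intervals for 30 min.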
IL2 activator: qHTS of IL-2 Activators | IL-2 activation reporter assay, cell-based qHTS; stimulated with anti-CD3/CD4/CD28 beads; in transgenic mouse T cells | activation, % (series mostly up to about 46 µM) | 360,000 compounds, 0.065% hits; in the data active = activation above about 50%; inconclusive = mostly about 30% to 49%; also: 0% is about no effect
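First, unstimulated transgenic mouse T cells were exposed to compound for 60 min. Next, anti-CD3/anti-CD4-coated beads with anti-CD28 were added. Finally, after 18 h at 37 degrees C, EGFP and DsRed were imaged.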
A549 viability: Nrf2 qHTS screen for inhibitors: counterscreen for cytotoxicity. Potency, µM (series often up to 46 µM), without a hit: top-dose activity change, negative = cytotoxicity, hits mostly inhibitors. AID 504648, 2011. 390,000 compounds, 0.16% hits. A549 ARE-Fluc cells, CellTiter-Fluor viability, 18-24 h; also: potency is read from the fitted curve at half-maximal effect; % is scaled to controls: 0 for no effect and ±100 for the full control effect
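A549 ARE_Fluc cells in 5% FBS OPTI-MEM were exposed to compounds in concentration-response for 18-24 h at 37 deg C. Viability was read by CellTiter-Fluor fluorescence (Ex 405/Em 525) after 30 min, before the luciferase read.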
TGFb inhibitor: qHTS for Inhibitors of TGF-b | 410,000 compounds, 1.2% hits | HepG2 CAGA-GFP TGF-b/SMAD3 reporter, GFP fluorescence, 18 h; TGF-beta stimulated, 500 pg/mL final | AID 588855, 2011 | Potency, µM (doses to about 46.1 µM), for inactives: top-dose activity, negative = inhibition, most hits filed as inhibitors; also: potency is read from the fitted curve at half-maximal effect; % is scaled to controls: 0 for no effect and ±100 for the full control effect; nearly all actives have a fitted effect of over 65% in size
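Inhibition of TGF-beta-driven CAGA-GFP reporter expression in HEPG2 cells is measured by cellular GFP fluorescence after 18 h stimulation with 500 pg/mL recombinant TGF-beta in 1% FBS medium at 37 degrees C.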
Starred values were filed as active, the others as inactive; i = inactive; u = inconclusive; x = no result given; [ ] = remark or other dose. Unless noted, calls follow the shape of the dose curve; as a rule, active = well fitted curve in the direction sought with a large enough effect; inconclusive = small, poorly fitted or top-dose-only effect, or another doubt; inactive = no such curve, though single readings can be large; an effect the other way counts as inactive or inconclusive. This is a subset; count on the stated rates, not on these rows.

SMILES	Nrf2 inh	S2 tox	ATXN2 expr inh	HepG2 tox	Nrf2 activator	EPAC2 agonist	IL2 activator	A549 viability	TGFb inhibitor
CCC(=O)c1cn(Cc2ccc(C#N)cc2)c2ccccc12	7%	i	5%	16%	0.3%	4%	-0.1	3%	0%
Oc1cc2c(cc1CN1CCN(c3ccccc3F)CC1)OCO2	3%	i	0%	-27%	8.9%	22%	0.2	-2%	3%
CC12CCC3C(CCCC4CC(=O)CCC43C)C1CCC2O (stereo not given)	7%	u	-16%	-29%	-0.3%	8%	-0.2	-6%	-22%
CCCn1c(C(=O)c2ccccc2OC)nc2ccccc21	5%	i	2%	-4%	0.0%	1%	-0.2	-9%	-18%
COc1cc2c(C(=O)N3CCN(C)CC3)c(C)n(C)c2cc1Br	-9%	i	-8%	-20%	-0.1%	0%	0.1	-7%	-13%
Cn1cc(C(=O)NCc2ccccc2)c2ccccc21	-3%	i	0%	-6%	2.9%	3%	1.1	4%	-9%
O=c1[nH]c(=O)n(Cc2ccco2)c(O)c1C=NCCCn1ccnc1	18%	i	3%	-12%	-0.4%	-3%	0.0	17%	7%
CC1CCCCN1Cc1cccnc1 (stereo not given)	37%	i	1%	-14%	0.6%	10%	-1.2	5%	-5%
O=S(=O)(c1ccc(Cl)cc1)N1CCC(n2cnc3cc(C(F)(F)F)ccc32)CC1	u	i	u	-17%	3.4%	-3%	1.9	-11%	0%
C[C@@H]1CN([C@@H](C)CO)C(=O)CCCn2nncc2CO[C@H]1CN(C)C(=O)Oc1ccc2ccccc2c1	x	i	-8%	-2%	0.5%	-5%	-0.9	x	17%
COC(=O)C1=C(c2ccc3ccccc3c2)C[C@@H]2CC[C@H]1N2C(=O)N1CCCCC1	u	u	-26%	-16%	7.0%	u	-2.8	-3%	u
COc1ccc(CCNC(=O)c2ccc3c(c2)N(Cc2cccc(Cl)c2)C(=O)CS3)cc1OC	-14%[9.27 µM]	u	u	-17%	3.6%	x	x	0%	0%
COC(=O)C1=C(c2ccc(F)cc2OCc2ccccc2)C[C@@H]2CC[C@H]1N2C(=O)NCc1cccc(F)c1	u	u	-31%	11%	-0.2%	11%	-2.8	-18%	-1%
COc1ccccc1CCNCc1cc2c(cc1[N+](=O)[O-])OCO2	14%	i	7%	-17%	2.5%	7%	-3.1	3%	5%
CC(CO)(CO)N=Cc1c(O)n(-c2cccc3ccccc23)c(=O)[nH]c1=O	4%	u	3%	-5%	0.1%	-1%	-3.1	-5%	8%
COC(=O)C1=C(c2ccc(OC)c(OC)c2)C[C@@H]2CC[C@H]1N2C(=O)NCc1cccc2ccccc12	3%	i	-10%	-5%	5.1%	-7%	0.6	-4%	0%
CCc1ccc2c(CN3CC=C(c4ccccc4)CC3)cc(=O)oc2c1	2%	i	46%[activator]	-4%	3.8%	0%	0.1	-1%	u
O=S1(=O)N(CCN2CC=C(c3c[nH]c4cc(F)ccc34)CC2)c2cccc3c2N1CCC3	u	u	u	-45%	0.6%	12%	-0.3	-16%	u
Cc1ccc(S(=O)(=O)c2nc(-c3ccccc3Cl)oc2N(C)C2CCN(C)CC2)cc1	2%	u	-33%	11µM*	4.2%	-10%	-0.4	u	u
Cn1ccnc1P(=S)(c1nccn1C)N1CCOCC1	1%	i	-1%	2%	-0.4%	-3%	-0.5	-2%	4%
CCCNC(=O)N1[C@H]2CC[C@@H]1C(C(=O)OC)=C(c1ccc(F)cc1OCc1ccccc1)C2	u	u	-16%	19%	-0.8%	4%	-0.2	-17%	-18%
CCC(=NC1CC1)c1c(O)n(-c2ccc(OC)cc2)c(=O)[nH]c1=O	0%	u	-22%	-3%	-0.6%	0%[15.6 µM]	0.8	-2%	5%
CCOC(=O)[C@]12Cc3ccccc3[C@H]1N(C(C)C)C(=O)c1cc(OC)ccc12	x	x	u	x	-3.2%	4%	-0.8	x	x
CN1CCN(c2nc3ccccc3o2)CC1	24%	i	x	2%	-0.5%	5%	-0.7	0%	-4%
Cc1ccc(OCCSC2=NN2c2cc(C)nc(N)n2)cc1	13%	i	x	5%	-0.4%	-8%	-1.2	-5%	13%

2 of the compounds above, as a markdown table:
| compound | Nrf2 inh | S2 tox | ATXN2 expr inh | HepG2 tox | Nrf2 activator | EPAC2 agonist | IL2 activator | A549 viability | TGFb inhibitor |
| --- | --- | --- | --- | --- | --- | --- | --- | --- | --- |
| CC1CCCCN1Cc1cccnc1 (stereo not given) | 37% | i | 1% | -14% | 0.6% | 10% | -1.2 | 5% | -5% |
| O=S(=O)(c1ccc(Cl)cc1)N1CCC(n2cnc3cc(C(F)(F)F)ccc32)CC1 | u | i | u | -17% | 3.4% | -3% | 1.9 | -11% | 0% |

Carrying on.
SMILES	Nrf2 inh	S2 tox	ATXN2 expr inh	HepG2 tox	Nrf2 activator	EPAC2 agonist	IL2 activator	A549 viability	TGFb inhibitor
Cc1ccsc1C(=O)C1CCCN(Cc2cccn2-c2ccccn2)C1 (stereo not given)	-2%	i	-25%	-28%	3.4%	-5%	-4.7	-15%	-14%
COc1ccc(C2NCc3ccc4c(c3-n3cccc32)OCO4)cc1OC (stereo not given)	-15%	i	-10%	-14%	2.9%	-1%	1.4	0%	18%
CC(=NCCc1ccccc1)c1c(O)n(C)c(=O)n(C)c1=O	-17%	i	-31%	-2%	-1.2%	4%	-0.2	0%	5%
CN1C(=O)C(=Cc2ccccc2OCc2ccccc2Cl)C(=O)N(C)C1=O	-7%	i	u	7%	11%	4%	0.7	6%	-7%
CN1C(=O)C(=Cc2cn(CC(=O)N3CCCC3)c3ccccc23)C(=O)N(C)C1=O	-29%	i	6%	-5%	-0.3%	11%	0.3	2%	-1%
CC1CCC(C(C)C)C(OP(N)(=O)c2ccccc2)C1 (stereo not given)	5%	i	-11%	-21%	0.1%	-3%	-0.5	-1%	0%
c1ccc(CNCCc2c[nH]c3ccccc23)cc1	2%	i	x	-33%	-0.5%	2%	-1.6	2%	-4%
COc1ccc(CN2CCN(C(=O)Cc3ccccc3)CC2)c(OC)c1	10%	i	-6%	5%	-0.9%	6%	1.3	-1%	-10%
CCCC(C)C1(CC)C(=O)NC(=Nc2ccc(F)cc2)NC1=O (stereo not given)	x	i	4%	4%	0.0%	-3%	-0.1	u	3%
Cc1ccc2nc3c(cc2c1)CC1(C(=O)N(C)C(=O)N(C)C1=O)C1COCCN31 (stereo not given)	20%	i	30%	-23%	2.6%	-2%	6.3	x	-10%
CCn1c(=O)oc2cc(NC(=O)CCl)ccc21	u	x	u	-54%	u	12%	1.9	-11%	u
O=c1c2ccccc2nc(-c2ccco2)n1-c1cccnc1	x	i	0%	-1%	0.1%	6%	-0.1	-2%	12%
COc1ccc(N=Cc2c(O)n(CC3CCCO3)c(=O)[nH]c2=O)cc1 (stereo not given)	-4%	i	5%	1%	-0.4%	4%	0.5	1%	-2%
CCOC(=O)c1cc2c(cn1)[C@H](CCO)NC2	10%	i	3%	-1%	-0.5%	4%	0.9	5%	10%
Cc1cc(SCC(=O)N/N=C/c2ccco2)nc2ccccc12	-6%	i	-2%	-2%	u	8%	1.7	12%	3%
C[C@]12CC[C@H](O)C[C@@H]1CC[C@@H]1[C@@H]2CC[C@]2(C)C(=O)CC[C@@H]12	-5%	i	0%	-7%	-0.9%	4%	0.1	9%	6%
CCCCCCn1c(O)c(C=NCCCn2ccnc2)c(=O)[nH]c1=O	-9%	i	-6%	0%	-1.5%	17%	0.6	-3%	37%[activator]
Nc1cccc(SC2CC(=O)N(c3ccc(Cl)cc3C(=O)c3ccccc3)C2=O)c1 (stereo not given)	x	i	x	19%	4.8%	24%	-3.0	x	-2%
CC(C)c1ccc(C(c2c(O)c3ccccc3oc2=O)c2c(O)c3ccccc3oc2=O)cc1	x	i	x	-35%	-1.0%	1%	-1.8	x	u
O=c1c2ccccc2nc(-c2ccccc2)n1-c1ccncc1	-20%	x	x	-13%	-1.1%	9%	1.3	-2%	-1%
CC1CC2CC(=O)CCC2(C)C2CCC3(C)C(O)CCC3C12 (stereo not given)	x	i	x	10%	2.6%	0%	-1.4	x	13%
Cc1ccc(-c2nnc(Nc3ccc(Br)cc3)c3ccccc23)cc1S(=O)(=O)NCc1nc2ccccc2[nH]1	u	i	-26%	-5%	11%	x	x	-14%	u
Cc1ccccc1-n1c(CNc2ccccc2)nc2ccccc2c1=O	1%	i	x	1%	5.8%	8%	-0.3	1%	-26%
CC(C)CCP(=O)(O)c1ccccc1	11%	i	2%	8%	-0.2%	0%	-0.5	1%	-4%
O=C(NCCN1CCOCC1)c1ccc(Cl)nc1	-6%	i	8%	13%	-0.4%	6%	1.2	2%	-2%

No new results follow: 4 of the compounds above.
SMILES	Nrf2 inh	S2 tox	ATXN2 expr inh	HepG2 tox	Nrf2 activator	EPAC2 agonist	IL2 activator	A549 viability	TGFb inhibitor
Cc1ccsc1C(=O)C1CCCN(Cc2cccn2-c2ccccn2)C1 (stereo not given)	-2%	i	-25%	-28%	3.4%	-5%	-4.7	-15%	-14%
COc1ccc(C2NCc3ccc4c(c3-n3cccc32)OCO4)cc1OC (stereo not given)	-15%	i	-10%	-14%	2.9%	-1%	1.4	0%	18%
CC(=NCCc1ccccc1)c1c(O)n(C)c(=O)n(C)c1=O	-17%	i	-31%	-2%	-1.2%	4%	-0.2	0%	5%
CN1C(=O)C(=Cc2ccccc2OCc2ccccc2Cl)C(=O)N(C)C1=O	-7%	i	u	7%	11%	4%	0.7	6%	-7%
